PLK1 PBD block = blocks phosphopeptide binding to human PLK1 polo-box domain; Plk1 PBD binding of FITC phosphopeptide, fluorescence polarization; 360,000 tested, 2.8% active; Potency, µM, inactives show max response, negative = inhibition, actives largely listed as inhibitors; AID 720504; further: potency means the concentration at half of the fitted maximal effect; series mostly up to about 57 µM; on the % scale 0 is the no-effect control and ±100 the full control effect; nearly all actives have a fitted effect of over 65% in size
Target sequence (P53350 whole entry, looked up, the tested form may be a part): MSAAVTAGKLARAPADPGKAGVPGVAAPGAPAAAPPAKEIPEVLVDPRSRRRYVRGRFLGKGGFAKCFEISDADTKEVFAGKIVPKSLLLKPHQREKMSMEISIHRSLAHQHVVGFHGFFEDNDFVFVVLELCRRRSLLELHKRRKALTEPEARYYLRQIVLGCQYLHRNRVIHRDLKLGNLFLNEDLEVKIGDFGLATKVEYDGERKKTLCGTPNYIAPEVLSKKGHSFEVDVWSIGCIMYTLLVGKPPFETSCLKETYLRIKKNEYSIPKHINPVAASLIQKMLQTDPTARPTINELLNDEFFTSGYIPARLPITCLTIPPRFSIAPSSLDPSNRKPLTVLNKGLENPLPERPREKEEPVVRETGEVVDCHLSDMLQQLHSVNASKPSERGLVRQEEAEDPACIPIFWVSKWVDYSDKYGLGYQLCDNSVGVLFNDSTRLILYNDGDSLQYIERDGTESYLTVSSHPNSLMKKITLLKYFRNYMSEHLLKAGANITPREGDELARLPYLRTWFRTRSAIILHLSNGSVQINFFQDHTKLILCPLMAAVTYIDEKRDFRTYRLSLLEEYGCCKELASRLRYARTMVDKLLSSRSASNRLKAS
IL-2 act = activators of IL-2; IL-2 activation reporter assay, cell-based qHTS; stimulated with anti-CD3/CD4/CD28 beads; in transgenic mouse T cells; activation, % (series mostly up to about 46 µM); 360,000 tested, 0.065% active; in the data active means activation above about 50%; inconclusive means mostly about 30% to 49%; further: 0% is about no effect
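Unstimulated transgenic mouse T cells; 60-min compound exposure; bead-based TCR/CD4/CD28 stimulation; 18 h culture, 37 degrees C; dual fluorescence (EGFP, DsRed) plate cytometry.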
PI5P4K alpha inh = blocks human PI5P4K alpha kinase activity; P48426; PI5P4Kalpha enzyme, ADP-Glo luminescence, 60 min; active compounds read low; max response, %; 330,000 tested, 1.2% active; AID 652105; active means max response of -50% or lower; inconclusive means between -30% and -50%; inactive means -30% or higher; further: value at the top dose of about 77 µM; on the % scale 0 is the no-effect control and ±100 the full control effect
Target sequence (P48426 whole entry, looked up): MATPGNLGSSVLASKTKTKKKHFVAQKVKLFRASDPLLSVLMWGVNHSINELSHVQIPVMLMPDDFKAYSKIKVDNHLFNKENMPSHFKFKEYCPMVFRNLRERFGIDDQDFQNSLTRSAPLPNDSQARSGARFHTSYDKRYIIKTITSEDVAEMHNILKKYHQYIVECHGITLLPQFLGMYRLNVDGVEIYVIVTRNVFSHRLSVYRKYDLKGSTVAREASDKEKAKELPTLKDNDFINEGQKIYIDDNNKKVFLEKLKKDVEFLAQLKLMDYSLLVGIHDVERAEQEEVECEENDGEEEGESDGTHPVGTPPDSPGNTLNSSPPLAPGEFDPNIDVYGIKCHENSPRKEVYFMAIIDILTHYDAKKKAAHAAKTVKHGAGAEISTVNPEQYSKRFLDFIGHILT
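Human PI5P4Kalpha with substrate in 0.038 M HEPES pH 7.4, 0.28 mM EGTA, 0.1% CHAPS, 5% DMSO; reaction started with 5 microM ATP (final), 60 min at room temperature. ADP formed read by ADP-Glo luminescence.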
EPAC1 antagonist = EPAC1 (human) antagonism; 360,000 tested, 0.14% active; Potency, µM (series often up to 115 µM), for inactives: top-dose activity change, negative = inhibition, usual class: inhibitors; AID 720709; EPAC1 GEF assay, Rap1b-BODIPY-GDP exchange fluorescence;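 further: potency means the concentration at half of the fitted maximal effect; plate controls were vehicle for no effect and positive control for full effect; nearly all actives have a fitted effect of over 50% in size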
CCT chaperon mod = changes cytosolic chaperonin activity | 360,000 tested, 0.3% active | AID 651819 | activity change, % (test concentration not listed), hits read low | purified chaperonin ATPase assay, HTRF ADP detection, 30 min; in the data active means activity change below about -30%; further: on the % scale 0 is the no-effect control and ±100 the full control effect
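TRiC (40 or 20 nM final, by batch activity) in 30 mM Tris pH 7.4, 100 mM KCl, 5 mM MgCl2, 1 mM DTT was treated with compound at 76 uM single dose, then 10 uM ATP, 30 min at 37 °C. ADP was read by HTRF Transcreener.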
EPAC1 agonist = EPAC1 (human) agonism | AID 720707 | EPAC1 agonist qHTS, biochemical assay; response scale: 100% = response to 6.5 mM cAMP | Potency, µM (titrated, usually from 154 µM), inactives show at the highest dose activation, usual class: activators | 360,000 tested, 0.073% active | O95398; further: potency means the concentration at half of the fitted maximal effect; nearly all actives have a fitted effect of over 60% in size
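Compounds were pinned as a concentration titration into mixtures of EPAC1 (100 nM), BODIPY-GDP-loaded Rap1B (250 nM) and GDP (50 uM). After 5 min at room temperature, fluorescence was followed for 30 min; activity was scaled to 6.5 mM cAMP.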
EPAC2 ag = activates human EPAC2 exchange factor. EPAC2 activation, biochemical qHTS; response scale: 100% = 6.5 mM cAMP response. 360,000 tested, 0.079% active. Q8WZA2. AID 720711. Potency, µM (top dose mostly 154 µM), for the others: at the top dose activation, most hits filed as activators; further: potency means the concentration at half of the fitted maximal effect; nearly all actives have a fitted effect of over 50% in size
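Guanine nucleotide exchange by EPAC2 is measured as reduced fluorescence of BODIPY-GDP once it is released from 250 nM Rap1B. Plates are read kinetically for 30 min at room temperature; results are scaled to 6.5 mM cAMP.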
WRN helicase inh = inhibitors of human WRN helicase; Q14191; WRN helicase unwinding, fluorescent forked duplex, kinetic; Potency, µM (series often up to 114 µM), for inactives: at the top dose activity change, negative = inhibition, most hits filed as inhibitors; 360,000 tested, 0.46% active; AID 651768; further: potency means the concentration at half of the fitted maximal effect; on the % scale 0 is the no-effect control and ±100 the full control effect; nearly all actives have a fitted effect of over 55% in size
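Kinetic fluorescence helicase assay: unwinding of a quenched forked DNA duplex (100 nM final) with 2 mM ATP final raises red fluorescence (525/598 nm). Compounds sat 15 min at room temperature with 20 nM WRN beforehand.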
An asterisk follows results filed as active; u = inconclusive; x = no result given; [ ] = another dose, or the depositor's remark. Unless noted, the call rests on the fitted dose curve; in most records, active means well fitted curve in the direction sought with a large enough effect; inconclusive means small, poorly fitted or top-dose-only effect, or another doubt; inactive means no such curve, though single readings can be large; an effect the other way counts as inactive or inconclusive. Some of the compounds tested; rates above refer to the full screens.

SMILES | PLK1 PBD block | IL-2 act | PI5P4K alpha inh | EPAC1 antagonist | CCT chaperon mod | EPAC1 agonist | EPAC2 ag | WRN helicase inh
Fc1ccc(COc2ccc(/C=N/n3cnnc3)cc2)cc1 | -10% | 4.2 | 7 | 10% | 0.4 | -6% | 4% | -3%
N#C/C(=C/c1ccc(O)c(O)c1)C(=O)NCc1ccc(Cl)cc1 | -11% | 0.1 | u | u | -2.7 | 10% | 16% | u
CCOC(=O)c1oc2cc(OCC(N)=O)ccc2c(=O)c1-c1ccc(OC)c(OC)c1 | -2% | -1.7 | x | -6% | 2.1 | -4% | -7% | 5%
CC1CCC/C(=N/Nc2nc3ccccc3s2)C1 (stereo not drawn) | 30µM* | -2.6 | 3 | 1% | -1.1 | 4% | 12% | -2%
O=C(Cc1ccc(Cl)cc1)NCC(=O)N1CCN(Cc2ccccc2)CC1 | -1% | 0.7 | -2 | -12% | -0.7 | 23% | 4% | -6%
O=C(c1cc(-c2cccs2)nc2ccccc12)N1CCN(c2ccccc2O)CC1 | -1% | -1.3 | 6 | -10% | -1.6 | 8% | 11% | -10%
O=C(NC1CCCCC1)c1ccccc1NC(=O)C1CC(=O)N(c2ccc(Cl)cc2)C1 (stereo not drawn) | u | -3.9 | x | 15% | -1.7 | -2% | -4% | 6%
Nc1cc(Cl)ccc1C(=O)OCC(=O)NCc1cccs1 | -2% | 3.4 | 4 | -7% | -0.1 | -3% | -1% | -7%
O=C(Nc1ccc(F)cc1)N1CCOCC1 | -12% | -0.8 | -5 | 2% | 0.5 | 0% | 4% | -6%
C=CCC(C#N)(c1ccc(OC)c(OC)c1)c1cnccn1 (stereo not drawn) | -5% | 0.4 | -2 | -7% | -1.8 | 10% | 5% | -2%
Cc1ccc(NC2SC(=O)N(Cc3cccc(C(=O)O)c3)C2=O)c(C)c1 (stereo not drawn) | u | 1.9 | 2 | 8% | -0.8 | 10% | -7% | 2%
CC(C)(C)c1ccc(CC(=O)N2CCC2(C)C(=O)NS(=O)(=O)c2ccccc2C(F)(F)F)cc1 (stereo not drawn) | -5% | -0.3 | -6 | -7% | 0.3 | -4% | -6% | -3%
COc1ccc(N2CC(C(=O)Nc3nnc(C4CCCCC4)s3)CC2=O)cc1 (stereo not drawn) | 30µM* | -0.7 | -16 | -14% | -9.2 | 9% | -6% | 4%
COC(=O)C(C(=O)OC)=C(/C=C/C=C/N(C)C)N(C)C | -9% | -1.4 | x | 19% | 0.8 | 1% | -1% | 1%
CC1(C)CN(CCc2ccccc2)C(=O)[C@H]1CC(=O)Nc1ccc(Br)cc1 | -2% | 0.8 | -4 | 8% | -0.7 | -9% | 3% | 6%
OCCN(CC#CCC(O)(c1ccccc1)C1CCCC1)CCO (stereo not drawn) | -15% | 1.3 | 4 | -25% | -7.0 | 3% | -1% | -28%
CCn1c(CC(=O)Nc2ccc(C)cc2)nnc1SCC(=O)Nc1nc(C)cs1 | 27µM* | -1.2 | -12 | -8% | 1.3 | -4% | -2% | -1%
CN1CCC(=O)N([C@H](CSc2ccccc2)Cc2ccccc2)CC1 | -11% | -0.4 | -7 | 1% | -0.9 | -5% | 5% | 5%
COc1ccc(C(=O)NCCS(=O)(=O)N2CCOCC2)cc1 | -8% | -1.0 | -5 | -8% | -1.2 | 3% | 1% | -6%
Cc1cc(OCc2cc3c(cc2Cl)OCO3)c2c(C)cc(=O)oc2c1 | 4% | -1.5 | 2 | 0% | -0.5 | -7% | -1% | 3%
CCOC(=O)c1c(C)[nH]c(C(=O)COC(=O)C(C)N2C(=O)C3CCCCC3C2=O)c1C (stereo not drawn) | -8% | 1.0 | x | -2% | 2.9 | 6% | 3% | 10%
CCOC(=O)c1c(C)nc2c(C#N)cnn2c1C | -6% | -0.1 | -5 | -3% | -0.1 | -14% | -2% | -20%[57.1 µM]
NC(=O)N/C=C1\CCCOC1=O | -1% | -0.5 | -11 | -9% | -0.9 | -4% | 0% | 2%
Cn1nc(C(=O)OCC(=O)Nc2ccc3ccccc3c2)c2ccccc2c1=O | -4% | -4.5 | 6 | -4% | -2.8 | 4% | 8% | 4%
Cc1ccc(-c2nn(-c3ccc(F)cc3)cc2C(=O)N(C)CC(=O)Nc2ccc(N3CCOCC3)cc2)cc1 | 3% | -3.3 | 0 | 4% | 0.8 | 8% | -9% | -2%
Cc1nn(Cc2c(F)c(F)c(F)c(F)c2F)c(C)c1NC(=O)c1ccnn1C | -2% | 1.3 | -1 | 5% | -0.2 | -7% | 0% | -4%
O=C(c1cc(S(=O)(=O)N2CCCCC2)ccc1N1CCOCC1)N1CCN(Cc2ccccc2)CC1 | -10% | 0.2 | 1 | 3% | -3.2 | 1% | 8% | 4%
O=C(Nc1n[nH]c(=S)s1)c1ccco1 | u | -1.9 | -61* | -11% | -2.8 | -15% | 13% | -8%[11.6 µM]
O=C1CN(C(=O)c2cc([N+](=O)[O-])ccc2Cl)C(c2ccccc2)c2cc(F)ccc2N1 (stereo not drawn) | -5% | 0.2 | 3 | 0% | -0.4 | 8% | 14% | -11%
Cc1cc(C)c(S(=O)(=O)NCCc2ccncc2)c(C)c1 | 0% | 0.4 | 7 | 5% | 1.1 | 0% | 0% | 1%
CC(NC(=O)c1ccccc1SCC(=O)N1CCCC1)c1ccc(F)cc1 (stereo not drawn) | -4% | 0.7 | 7 | 8% | -0.8 | 7% | 13% | -26%
CN(C)S(=O)(=O)N(CC(=O)Nc1ccccc1F)c1ccccc1 | -11% | -2.3 | 2 | -1% | 0.0 | 2% | 12% | -1%
Cc1cccc(CNS(=O)(=O)c2ccc(-c3cnc(C4CC4)o3)cc2)c1 | -4% | -3.0 | 7 | -3% | -0.4 | -3% | 3% | -9%
CN1CCN(NC(=O)c2cc(-c3ccccn3)nc3ccccc23)CC1 | -9% | 0.7 | -11 | 14% | -1.8 | 5% | 1% | 5%
COC(=O)c1c[nH]c(=O)c2ccccc12 | 15µM* | 3.4 | -56* | -6% | -0.6 | 11% | 2% | 8%
CC(C)CCN1CCN(CC(c2ccccc2)c2ccccc2)CC1CCO (stereo not drawn) | -6% | -2.5 | 4 | -7% | -1.9 | 5% | 3% | 2%
CCOC(=O)C(NC(=O)c1ccc(OC)cc1)(Nc1cc(C)on1)C(F)(F)F (stereo not drawn) | -5% | -1.8 | 2 | 16% | -2.0 | 1% | 4% | 10%
N#CC1=C2Sc3ccccc3N2CCCC1=O | 1% | 3.8 | x | 2% | -16 | -3% | -2% | 7%
O=c1cc(N2CCCCCC2)[nH]c(=O)n1-c1ccc(Cl)cc1 | -7% | -0.2 | -4 | -1% | -0.8 | -3% | 11% | 2%
CCOc1ncccc1C(=O)NCC1COc2ccccc2O1 (stereo not drawn) | -4% | -1.9 | x | 6% | -1.4 | 0% | 3% | 4%
Cc1ccccc1N1CCN(C(=S)c2ccc(-c3cccc([N+](=O)[O-])c3)o2)CC1 | u | -0.8 | 1 | -10% | 0.2 | 6% | 7% | -14%
Cc1ccc(C2=NC3(CCCC3)N=C2SCC(=O)Nc2ccc3c(c2)OCCO3)cc1 | u | 0.9 | 0 | -27% | -1.4 | 7% | 20% | 14%
O=C1c2cccc3c(N4CCCCC4)ccc(c23)C(=O)N1c1ccccc1O | 10% | 9.7 | 0 | 4% | 0.0 | u | 100µM* | -4%
O=C(N/N=C/c1c[nH]c2ccccc12)c1[nH]c2ccc(Br)cc2c1-c1ccccc1 | 8.4µM* | -4.4 | u | -11% | -5.0 | 7% | 10% | -7%
Cc1ccc(S(=O)(=O)Nc2ccc3cn[nH]c3c2)cc1 | -7% | -0.3 | 1 | -4% | -1.2 | 11% | 12% | 0%
CCCCCCN[C@H]1CCC2C3CC=C4C[C@@H](O)CC[C@]4(C)C3CC[C@@]21C (stereo partly drawn) | -4% | -0.8 | 3 | 13% | 0.5 | -7% | -13% | 3%
N#CC1=C(N)OC2=C(C(=O)CCC2)C1Cc1ccccc1 (stereo not drawn) | -7% | -2.5 | x | 2% | -0.5 | 4% | 1% | 14%
Cc1nn(C)c(C)c1S(=O)(=O)N1CCCC(C(=O)N2CCN(c3ccc(Cl)cc3)CC2)C1 (stereo not drawn) | 3.4µM* | 1.1 | -27 | -19% | 0.4 | 1% | 3% | 11%
CCC1(C(=O)OC)NC(c2cccc(F)c2)C2C(=O)N(C)C(=O)C21 (stereo not drawn) | -24% | 2.0 | 1 | -18% | 0.7 | -3% | 5% | -7%
C[C@@](Cc1ccc(O)c(O)c1)(NN)C(=O)O | -21% | 0.0 | -16 | -5% | -5.0 | -18% | 6% | 4%
Cc1cc(=O)n(Cc2ccccc2)c2ccccc12 | 21µM* | -0.5 | 2 | 9% | -0.7 | 10% | 9% | -4%

Rewritten as tab-separated lines: part of the list above.
Molecule	PLK1 PBD block	IL-2 act	PI5P4K alpha inh	EPAC1 antagonist	CCT chaperon mod	EPAC1 agonist	EPAC2 ag	WRN helicase inh
Cc1ccc(C2=NC3(CCCC3)N=C2SCC(=O)Nc2ccc3c(c2)OCCO3)cc1	u	0.9	0	-27%	-1.4	7%	20%	14%
O=C1c2cccc3c(N4CCCCC4)ccc(c23)C(=O)N1c1ccccc1O	10%	9.7	0	4%	0.0	u	100µM*	-4%
O=C(N/N=C/c1c[nH]c2ccccc12)c1[nH]c2ccc(Br)cc2c1-c1ccccc1	8.4µM*	-4.4	u	-11%	-5.0	7%	10%	-7%
Cc1ccc(S(=O)(=O)Nc2ccc3cn[nH]c3c2)cc1	-7%	-0.3	1	-4%	-1.2	11%	12%	0%
CCCCCCN[C@H]1CCC2C3CC=C4C[C@@H](O)CC[C@]4(C)C3CC[C@@]21C (stereo partly drawn)	-4%	-0.8	3	13%	0.5	-7%	-13%	3%
N#CC1=C(N)OC2=C(C(=O)CCC2)C1Cc1ccccc1 (stereo not drawn)	-7%	-2.5	x	2%	-0.5	4%	1%	14%
Cc1nn(C)c(C)c1S(=O)(=O)N1CCCC(C(=O)N2CCN(c3ccc(Cl)cc3)CC2)C1 (stereo not drawn)	3.4µM*	1.1	-27	-19%	0.4	1%	3%	11%
CCC1(C(=O)OC)NC(c2cccc(F)c2)C2C(=O)N(C)C(=O)C21 (stereo not drawn)	-24%	2.0	1	-18%	0.7	-3%	5%	-7%
C[C@@](Cc1ccc(O)c(O)c1)(NN)C(=O)O	-21%	0.0	-16	-5%	-5.0	-18%	6%	4%
